VP16 counter: VP16 counterscreen qHTS for inhibitors of ROR gamma transcriptional activity | Drosophila S2 Gal4-VP16 UAS-luciferase, luminescence, 20 h | Potency, µM (highest dose often 53.6 µM), for inactives: at the highest dose activity, negative = inhibition, actives largely listed as inhibitors | hit rate 3.5% among 310,000;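 also: Gal4-VP16 expression switched on by copper sulfate through the metallothionein promoter; potency is read from the fitted curve at half-maximal effect; % is scaled to controls: 0 for no effect and ±100 for the full control effect; nearly all actives have a fitted effect of over 50% in size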
RORgamma inh: qHTS for inhibitors of ROR gamma transcriptional activity. hit rate 5.4% among 310,000. AID 2551, 2010. Potency, µM (series often up to 53.6 µM), inactives show at the highest dose activity change, negative = inhibition, usual class: inhibitors. Drosophila S2 Gal4-RORgamma UAS-luciferase reporter, 20 h. Nuclear receptor ROR-gamma (Mus musculus), P51450; also: potency is read from the fitted curve at half-maximal effect; % is scaled to controls: 0 for no effect and ±100 for the full control effect; nearly all actives have a fitted effect of over 60% in size
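A Gal4/UAS one-hybrid system in insect cells: metallothionein-promoter Gal4–ROR gamma fusion plus Photinus luciferase reporter. Copper sulfate 700 uM final, 20 hr ambient incubation, luminescent detection after 10 min with reagent.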
ELG1 DNA repair: qHTS screen for small molecules that inhibit ELG1-dependent DNA repair in human embryonic kidney (HEK293T) cells expressing luciferase-tagged ELG1; HEK293T ELG1-luciferase reporter, luminescence, 16 h; DNA damage induced by 5-fluorouridine; Potency, µM (doses to about 46.1 µM), without a hit: at the top dose activity change, negative = inhibition, usual class: inhibitors; hit rate 2.3% among 330,000; also: potency is read from the fitted curve at half-maximal effect; % is scaled to controls: 0 for no effect and ±100 for the full control effect; nearly all actives have a fitted effect of over 55% in size
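5-Fluorouridine DNA damage + compound/DMSO, 2,000 cells/well, 16 h, 37 °C/5% CO2. ONE-Glo, 30 min RT, luminescence. Readout = decrease in reporter signal.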
NPC1 promoter act: qHTS Assay for NPC1 Promoter Activators; Huh7 NPC1 promoter luciferase reporter, 24 h; Potency, µM (doses to about 9.22 µM), for the others: at the top dose activation, hits mostly activators; hit rate 2.4% among 320,000; AID 485313, 2010;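 also: potency is read from the fitted curve at half-maximal effect; % of control where 0% means no effect; nearly all actives have a fitted effect of over 60% in size; reporter is driven by a mutant NPC1 promoter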
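Luciferase expression driven by the NPC1 promoter was measured in stably transfected Huh7 cells after a 24 h compound incubation, using a luciferase reagent and a luminescence read.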
FLuc counter: qHTS profiling assay for firefly luciferase inhibitor/activator using purifed enzyme and Km concentrations of substrates (counterscreen for miR-21 project); purified FLuc, Km substrates, luminescence inhibition; Luciferin 4-monooxygenase (Photinus pyralis), P08659; Potency, µM (top dose mostly 57.5 µM), without a hit: top-dose activity change, negative = inhibition, usual class: inhibitors; hit rate 6.9% among 360,000;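 also: potency is read from the fitted curve at half-maximal effect; plate controls were vehicle for no effect and reference inhibitor for full effect; nearly all actives have a fitted effect of over 55% in size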
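Purified P. pyralis luciferase (10nM final) with 10uM D-luciferin and 10uM ATP (Km levels) in 50mM Tris acetate pH 7.5, 10mM Mg acetate, 0.01% Tween-20, 0.05% BSA; qHTS 6-point titration, ~60 µM downward; luminescence read.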
Rab9 promoter act: qHTS Assay for Rab9 Promoter Activators; hit rate 2.8% among 320,000; AID 485297, 2010; Potency, µM (highest dose often 9.22 µM), inactives show top-dose activation, negative = inhibition, most hits filed as activators; Huh7 Rab9 promoter-luciferase reporter, luminescence, 24 h; also: potency is read from the fitted curve at half-maximal effect; % of control where 0% means no effect; nearly all actives have a fitted effect of over 60% in size
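Luminescence from Amplite-detected luciferase (10 minutes, ambient) reports Rab9 promoter activation. Before that, stable Rab9-luciferase Huh7 cells (1500/well, reduced-serum OP-MEM I plus 10% FBS) were exposed to compound for 24 hours at 37C.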
ELG1 genotoxic: qHTS screen for small molecules that induce genotoxicity in human embryonic kidney (HEK293T) cells expressing luciferase-tagged ELG1 | AID 504466, 2011 | hit rate 1.3% among 330,000 | HEK293T ELG1-luciferase reporter, luminescence, 16 h | Potency, µM (doses to about 46 µM), without a hit: at the highest dose activity change, positive = activation, usual class: activators; also: potency is read from the fitted curve at half-maximal effect; % of control where 0% means no effect; nearly all actives have a fitted effect of over 60% in size
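DMSO vehicle served as control against compound-treated ELG1-luciferase HEK293T cells; exposure lasted 16 hr at 37 °C and 5% CO2, followed by ONE-Glo luminescence detection after 30 min.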
p53 reactivation: qHTS assay for re-activators of p53 using a Luc reporter; AID 504706, 2011; H1299 p53-A138V BP100-luciferase reporter, luminescence, 24 h; hit rate 0.063% among 320,000; Potency, µM (doses to about 92.2 µM), for the others: at the highest dose activity change, positive = activation, most hits filed as activators; also: potency is read from the fitted curve at half-maximal effect; % of control where 0% means no effect; nearly all actives have a fitted effect of over 45% in size
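p53-null H1299 cells stably carrying temperature-sensitive p53-A138V and a BP100-luciferase reporter were pinned with compounds (4-point, 1:5 series) and held 24 hrs at 37 deg C. Luminescence was read 10 min after detection reagent.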
Tb PFK block: qHTS Assay to Find Inhibitors of T. brucei phosphofructokinase; ATP-dependent 6-phosphofructokinase (Trypanosoma brucei brucei), O15648; T. brucei PFK, ADP-Glo luminescence; Potency, µM (top dose mostly 57.5 µM), inactives show at the top dose activity, negative = inhibition, actives largely listed as inhibitors; hit rate 0.17% among 330,000;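 also: potency is read from the fitted curve at half-maximal effect; 0% = uninhibited 1x PFK enzyme wells and -100% = no-enzyme wells; nearly all actives have a fitted effect of over 60% in size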
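Activity is normalized to no-enzyme wells (full inhibition) and 1.25 nM enzyme wells (no inhibition). Reaction: 0.5 mM F6P, 0.1 mM ATP, 45 min RT, ADP-Glo luminescence; concentration-response curves fitted and classed by quality.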
BRCA1 expr act: qHTS Assay to Identify Small Molecule Activators of BRCA1 Expression; MCF7-BRCA1-FFLuc reporter, luminescence, 48 h; response scale: scaled: vehicle 0%, 10 µM genistein 100%; Potency, µM (series often up to 46.1 µM), without a hit: top-dose activation, usual class: activators; hit rate 1.1% among 380,000; also: potency is read from the fitted curve at half-maximal effect; nearly all actives have a fitted effect of over 80% in size; some results filed as inactive show a strong effect at the top dose
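Using MCF7 cells harboring a BRCA1 firefly luciferase reporter, plated 2 h before compound pinning, the screen measured luminescence after 48 h incubation. Responses were normalized to DMSO and 10 microM genistein, then fitted for concentration-effect.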
TRPV1 agonist: HTS Assay for Compounds that Act as Agonists of the Vanilloid Receptor 1; hit rate 0.19% among 320,000; AID 540275, 2011; activation, % at 8.33 µM; TRPV1-expressing cells, Fluo-8 calcium influx, agonist mode; Transient receptor potential cation channel subfamily V member 1 (Homo sapiens), Q8NER1; in the data active = activation above about 80%; inconclusive = between about 30% and that limit; also: 0% is about no effect
Target sequence (Q8NER1 whole entry, looked up): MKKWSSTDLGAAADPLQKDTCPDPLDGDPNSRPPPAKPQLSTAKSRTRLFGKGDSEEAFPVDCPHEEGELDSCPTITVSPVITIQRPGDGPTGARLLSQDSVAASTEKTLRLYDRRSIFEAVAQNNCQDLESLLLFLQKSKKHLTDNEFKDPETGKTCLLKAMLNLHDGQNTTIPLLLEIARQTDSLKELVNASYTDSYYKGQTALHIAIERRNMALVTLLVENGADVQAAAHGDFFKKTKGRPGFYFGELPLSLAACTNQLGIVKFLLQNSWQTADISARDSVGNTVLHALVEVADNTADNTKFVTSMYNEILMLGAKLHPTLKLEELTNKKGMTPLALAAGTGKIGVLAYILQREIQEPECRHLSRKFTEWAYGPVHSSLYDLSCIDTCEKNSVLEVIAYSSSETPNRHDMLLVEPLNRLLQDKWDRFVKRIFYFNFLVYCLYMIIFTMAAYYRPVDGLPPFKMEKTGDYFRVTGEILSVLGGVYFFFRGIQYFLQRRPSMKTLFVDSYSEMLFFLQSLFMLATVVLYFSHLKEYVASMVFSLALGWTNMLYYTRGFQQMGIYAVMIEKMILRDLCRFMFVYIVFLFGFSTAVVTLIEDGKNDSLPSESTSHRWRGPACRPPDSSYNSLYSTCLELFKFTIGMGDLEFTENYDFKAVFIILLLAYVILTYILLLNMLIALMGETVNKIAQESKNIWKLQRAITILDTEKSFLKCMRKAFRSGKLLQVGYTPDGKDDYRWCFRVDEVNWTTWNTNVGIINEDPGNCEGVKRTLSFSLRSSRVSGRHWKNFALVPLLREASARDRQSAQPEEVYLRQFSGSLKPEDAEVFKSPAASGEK
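Cells expressing TRPV1 were dye-loaded with Fluo-8 and read kinetically: 10 s baseline, 3 min after compound (agonist portion), then 2 min after EC20 capsaicin (allosteric enhancer portion). Calcium-bound dye fluorescence at 480/520 nm.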
Active calls of the source: *; ? = inconclusive; . = no result given; & = joins results of further samples; [ ] = dose if it differs, or a comment. Unless noted, calls follow the shape of the dose curve; as a rule, active = well fitted curve in the direction sought with a large enough effect; inconclusive = small, poorly fitted or top-dose-only effect, or another doubt; inactive = no such curve, though single readings can be large; an effect the other way counts as inactive or inconclusive.

SMILES	VP16 counter	RORgamma inh	ELG1 DNA repair	NPC1 promoter act	FLuc counter	Rab9 promoter act	ELG1 genotoxic	p53 reactivation	Tb PFK block	BRCA1 expr act	TRPV1 agonist
Cc1ccccc1C(=O)O/N=C(\N)c1ccccc1	10µM*	7.1µM*	?	3.5µM*	0.17µM*	0.79µM*	1.6µM*	10%	-13%	-1%	2
Cc1ccc(S(=O)(=O)N2CCN(Cc3nnc(-c4c(-c5ccccc5)noc4C)o3)CC2)cc1	.	.	?	-12%	0%	-12%	-2%	12%	1%	-2%	-4
COc1ccccc1/C=C/C(=O)Nc1ccc2c(c1)OCCO2	-24%	1.6µM*	?	?	0.85µM*	0.71µM*	?	?	0%	-33%	19
NC(=O)c1ccccc1NC(=O)/C=C/c1cccc(Cl)c1	1%	-16%	?	3.2µM*	6.7µM*	2.2µM*	7%	?	3%	35%[1.84 µM]	?
O=C(O)c1ccc2c3c(cccc13)C(=O)N(OS(=O)(=O)c1ccccc1)C2=O	-1%	-2%	16%	2%	27µM*	-2%	2%	2%	-4%	7%	-3
NC(=O)Cc1nc2scc(-c3ccc(Cl)cc3)c2c(=O)[nH]1	1%[10 µM]	29%	-6%	-5%	0%	-8%	0%	1%	0%	0%	-1
CCC(=O)C(C#N)(c1ccc(OC)c(OC)c1)C(C)C (centres undefined)	.	.	?	-1%	0%	-7%	0%	-3%	-1%	0%	3
O=C(CS(=O)(=O)c1cccc(C(F)(F)F)c1)Nc1ccccc1Cl	3%	31%	4%	3%	1%	4%	0%	19%	2%	6%	9
CC(C(=O)NC1CCCCCC1)N(c1ccccc1)S(C)(=O)=O (centres undefined)	5%	13%	7%	0%	4%	-4%	1%	1%	1%	2%	-1
CC(C)C(=O)Nc1cccc(NC(=S)NC(=O)c2ccccc2Cl)c1	1%	-19%	?	1%	?	22%	-8%	7%	0%	24%	16
COc1ccccc1NS(=O)(=O)c1ccc(C)c(NC(=O)C2CCCO2)c1 (centres undefined)	.	.	26%	-2%	4%	-2%	-1%	4%	0%	-2%	-3
CSCCC(NC(=O)c1ccco1)C(=O)NCc1ccc2c(c1)OCO2 (centres undefined)	.	.	-2%	-2%	6%	0%	-1%	-8%	-4%	-3%	2
CCNC(=O)CCSc1nnc(-c2ccco2)o1	-14%	-31%	8%	-1%	1%	3%	-2%	13%	-1%	43%	14
CCOC(=O)CNc1nc(-c2ccncc2)nc2ccccc12	-1%	-19%	?	4%	-2%	4%	-1%	-3%	0%	-25%	5
Cc1cccc(NC(=O)CN(C)S(=O)(=O)c2cccc3nsnc23)c1C	-9%	-9%	-15%	-5%	-1%	0%	-5%	-6%	0%	7%	2
CC1=NCC(C)c2c1[nH]c1ccccc21 (centres undefined)	3%	-12%	-3%	-4%	4%	-8%	1%	4%	3%	-4%	-2
COc1ccccc1N1CCN(C(=O)Cc2ccc(Cl)cc2)CC1	27%	28%	4%	1%	0%	12%	8%	9%	1%	42%	?
N#CCCN(CCC#N)C(=O)c1ccc(Cl)cc1	6%	-1%	12%	?	2%	2%	-2%	-2%	1%	-5%	-3
Cc1ccccc1OCc1csc(N)n1	3%	?	26%	2%	?	0%	5%	4%	-3%	24%	-4
CCOC(=O)c1c(NC(=O)CN(CC)CC)sc2c1CCN(C(=O)OCC)C2	?	?	?	-1%	-1%	-7%	-26%	-4%	-2%	-49%	?
CCO[C@H]1OC(C(=O)O)=C[C@@H](c2ccc3c(c2)OCO3)[C@@H]1CCCO	4%	-34%	13%	-4%	0%	-1%	8%	0%	2%	0%	-3
CC(OC(=O)CCCN1C(=O)c2ccccc2C1=O)C(=O)Nc1ncc(Cl)cc1Cl (centres undefined)	-2%	?	-1%	0%	1%	7%	2%	3%	3%	1%	2
COc1ccccc1NC(=O)COC(=O)c1cc(C)oc1C	.	.	-14%	.	.	.	1%	13%	0%	0%	.
O=C(CN1C(=O)/C(=C/c2ccccc2Cl)SC1=S)NC1C=CS(=O)(=O)C1 (centres undefined)	-15%	-30%	13%	2%	?	0%	1%	-6%	6%	-12%	4
COc1ccc(CCCc2nc3ccccc3[nH]2)cc1	16%	-2%	5%	-2%	?	-3%	-4%	6%	5%	24%	?
Cc1ccc(OCC(=O)Nc2ccc(-c3nnc(-c4ccco4)o3)cc2)cc1	-1%	20%	?	2.8µM*	-2%	2.8µM*	?	5%	-2%	?	-2
CC(=O)NCCc1csc(-c2ccccc2)n1	-1%	-15%	?	1%	?	17%	3%	8%	-3%	39%	?
Cc1ccc(S(=O)(=O)NCC(=O)N(CC(=O)NCC2CCCO2)C2CCCC2)cc1 (centres undefined)	2%	9%	6%	-2%	5%	5%	0%	2%	-3%	0%	-1
O=C(COC(=O)/C=C/c1ccc(OC(F)F)cc1)Nc1cccc(S(=O)(=O)N2CCOCC2)c1	.	.	1%	.	.	.	-1%	1%	1%	2%	.
O=C(c1ccco1)N1CCN(C(=O)c2ccc(-c3ccccc3Cl)o2)CC1	.	.	?	?	9.5µM*	2.8µM*	14%	?	1%	8.9µM*	21
Cc1ccc(CNC(=O)C2CCCN2S(=O)(=O)c2ccc3c(c2)C(C)(C)C(=O)N3C)cc1 (centres undefined)	-1%	-3%	0%	1%	0%	-6%	0%	7%	-6%	3%	3
CCN(CC)CCCCNc1ncc2cc(-c3cc(OC)cc(OC)c3)c(NC(=O)NC(C)(C)C)nc2n1	?	31%&-21%	-10%	-13%	0%	-11%	?	.	-3%	-38%	3
O=C(NCc1cccnc1)c1nc(-c2ccccc2)n(-c2ccccc2)n1	3%	-6%	-18%	-1%	1%	16%	-3%	-5%	-10%	-23%	8
CCOC(=O)c1sc(=NC(=O)c2ccc(S(=O)(=O)N(C)c3ccccc3)cc2)n(C)c1C	-7%[10 µM]	0%	9%	-2%	-1%	-2%	-9%	-4%	-9%	7%	0
NC(=O)c1c(NC(=O)CSc2nnc(-c3ccco3)n2-c2ccccc2)sc2c1CCC2	-14%	?	0%	-3%	-11%	-3%	-17%	10%	?	-18%	-3
COc1cccc(CN2CCN(Cc3ccc(C#CC(C)(C)O)s3)CC2CCO)c1 (centres undefined)	3%	5%	-14%	-3%	-2%	-6%	-4%	?	-2%	-5%	1
O=C(CSc1nnc(COc2ccc(Cl)cc2)o1)OC1CCCCC1	-5%	4%	11%	1%	2%	-10%	-2%	-8%	1%	3%	10
Cc1ccc(OCCN2C(=O)C(=O)c3cccc(C)c32)cc1	-5%	-18%	8%	-3%	0%	-1%	0%	6%	-1%	-52%	1
CCOc1ccc(-c2noc(-c3ccncc3)n2)cc1OCC	-5%	15%	?	-1%	2%	1%	17%	-7%	-3%	10%	13
COc1cc(NC(=O)c2oc3ccccc3c2C)ccc1NC(=O)c1ccco1	-14%	-4%	-23%	25%	5.4µM*	?	-6%	8%	-7%	15%	0
CN1CCN(CC(=O)N(C)c2nc(-c3ccccc3)cs2)CC1	1%	-23%	?	4µM*	15µM*	2.8µM*	?	?	0%	86%	0
Cc1cccc(NC(=O)NCCN2C(=O)C3C4C=CC(C4)C3C2=O)c1 (centres undefined)	4%	41%	?	2%	?	9%	7%	7%	-5%	51%	.
CC1=Nn2c(nnc2-c2cccs2)SC1	2%	-40%	9%	6%	5%	-1%	-6%	2%	-2%	2%	-1
COC(=O)C(Cc1ccccc1)NC(=O)CNC(=O)c1sc2ccccc2c1Cl (centres undefined)	-10%	22%	?	1%	?	4%	-4%	-2%	3%	5%	3
C#Cc1cccc(NC(=O)C2CCN(C(C)=O)CC2)c1	-2%	-20%	4%	-2%	-1%	1%	3%	-2%	0%	-2%	-1

Quoted from the listing.
Entry for `CN1CCN(CC(=O)N(C)c2nc(-c3ccccc3)cs2)CC1` in FLuc counter: 15µM*
Entry for `COC(=O)C(Cc1ccccc1)NC(=O)CNC(=O)c1sc2ccccc2c1Cl` (centres undefined) in ELG1 genotoxic: -4%

Assay outcomes from PubChem.
